bovine MsrA act: bovine methionine sulfoxide reductase A activation. purified bovine MsrA, absorbance read-out. activation, % at 10.6 µM. actives 0.3% (n = 360,000); in the data active = activation above about 7.5%;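 note: 0% = vehicle and 100% = reference activator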
FAS TE block: blocks the thioesterase domain of human fatty acid synthase. P49327. recombinant FAS-TE, OMFH fluorogenic substrate, fluorescence endpoint. inhibition, % at 15 µM. AID 602261. actives 0.67% (n = 360,000);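 active = compounds whose normalised, plate-corrected inhibition of enzyme fluorescence in the single-dose primary screen is 50% or more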;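 note: 0% = DMSO with enzyme and 100% = substrate without enzyme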
eLon inh: inhibits E. coli Lon protease; inhibition, % at 7.94 µM; AID 602123; actives 0.42% (n = 360,000); purified E. coli Lon protease, fluorescence polarization; P0A9M0; in the data active = inhibition above about 13%, passing the limit was not always enough;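 note: 0% = enzyme with probe and DMSO and 100% = no enzyme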
Rin1-Abl PPI inh: inhibitors of human Rin1-Abl protein interaction; AID 588664; inhibition, % at 7.35 µM; TR-FRET Rin1/Abl binding, biochemical; actives 0.4% (n = 360,000); P00519+Q13671; in the data active = inhibition above about 5%, passing the limit was not always enough
Neddylation inh: inhibitors of human cullin neddylation; TR-FRET cullin neddylation, biochemical; calls only at 25 µM; actives 0.58% (n = 360,000); in the data active = inhibition above about 36%
Tb MetRS inh: blocks T. brucei methionyl-tRNA synthetase activity; purified T. brucei MetRS, ATP depletion, Kinase-Glo luminescence; actives 0.4% (n = 360,000); inhibition, % at 11.9 µM;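 active = inhibition above a per-plate cutoff of the control wells' mean inhibition plus 3 SD, cut at about 5.5% in these data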;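 note: 0% = DMSO wells median and 100% = median of wells with control inhibitor compound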
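Test system – parasite MetRS enzyme · Reagent – substrates ATP, L-methionine and bulk Escherichia coli tRNA · Doses – 11.9 µM compound single dose, 0.9% DMSO · Times – 15 min enzyme-compound preincubation, 2 h reaction, 10 min detection, 25 °C · Signal – Kinase-Glo luminescence, ATP depletion format · Controls – DMSO-only wells as low control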
MLLE-PAM2 inh: inhibitors of microRNA-mediated deadenylation, human PABP1 MLLE binding. P11940. GST-MLLE / FITC-PAM2 fluorescence polarization. inhibition, % at 20 µM. actives 0.36% (n = 360,000). AID 588489; in the data active = inhibition above about 35%, passing the limit was not always enough;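 note: plate controls were DMSO wells with GST-MLLE for no effect and wells lacking GST-MLLE protein for full effect; some results filed as inactive read as strong as hits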
Target sequence (P11940 whole entry, looked up): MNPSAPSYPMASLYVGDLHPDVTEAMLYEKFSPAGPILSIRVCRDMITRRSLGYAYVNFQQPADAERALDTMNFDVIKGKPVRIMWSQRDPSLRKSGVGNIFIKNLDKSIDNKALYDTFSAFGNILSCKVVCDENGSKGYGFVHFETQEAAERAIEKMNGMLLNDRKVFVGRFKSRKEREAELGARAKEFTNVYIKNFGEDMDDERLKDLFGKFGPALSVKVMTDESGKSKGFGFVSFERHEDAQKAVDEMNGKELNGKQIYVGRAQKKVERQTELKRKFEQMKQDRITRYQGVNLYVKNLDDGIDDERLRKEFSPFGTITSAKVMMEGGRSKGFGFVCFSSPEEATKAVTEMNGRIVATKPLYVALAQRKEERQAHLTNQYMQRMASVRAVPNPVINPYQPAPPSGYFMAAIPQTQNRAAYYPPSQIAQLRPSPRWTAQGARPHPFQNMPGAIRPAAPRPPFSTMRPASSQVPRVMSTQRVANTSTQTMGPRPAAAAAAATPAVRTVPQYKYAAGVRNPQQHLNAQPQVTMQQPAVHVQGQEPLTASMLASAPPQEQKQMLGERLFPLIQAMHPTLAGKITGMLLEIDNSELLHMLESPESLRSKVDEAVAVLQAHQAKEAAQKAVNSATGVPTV
MsrA inh: inhibitors of bovine MsrA. inhibition, % at 15.5 µM. purified bovine MsrA, absorbance read-out. actives 0.75% (n = 360,000). AID 651718; in the data active = inhibition above about 4.5%;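 note: 0% = vehicle wells with enzyme and 100% = reference inhibitor wells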
CSN inh: CSN deneddylation inhibition | Q92905 | Purified CSN, SCF-Nedd8-OG deneddylation, fluorescence polarization | inhibition, % at 12.5 µM | actives 0.38% (n = 360,000) | AID 651999;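 active = pattern-corrected inhibition above about 35%, with an unprinted fluorescence ratio check between 0.5 and 1.5, limit read from the data, passing the limit was not always enough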;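 note: 0% = enzyme with substrate and 100% = substrate without enzyme; some results filed as inactive read as strong as hits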
Target sequence (Q92905 whole entry, looked up, one chain of several): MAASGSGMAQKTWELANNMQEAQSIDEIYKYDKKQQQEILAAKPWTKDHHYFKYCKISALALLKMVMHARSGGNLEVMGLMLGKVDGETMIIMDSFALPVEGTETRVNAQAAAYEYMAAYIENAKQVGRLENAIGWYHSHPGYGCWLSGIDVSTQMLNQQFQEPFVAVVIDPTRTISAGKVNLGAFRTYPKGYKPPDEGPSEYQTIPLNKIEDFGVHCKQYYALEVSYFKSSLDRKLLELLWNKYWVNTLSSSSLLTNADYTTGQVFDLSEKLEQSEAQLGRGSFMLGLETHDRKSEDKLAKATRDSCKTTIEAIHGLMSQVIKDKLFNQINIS
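Material: purified human Csn5 enzyme expressed in HEK293T cells / Medium: Tris buffer pH 7.5, NaCl, DTT, Tween-20, trehalose, ovalbumin / Compound dosing: 12.5 µM single point / Schedule: 90 min incubation of compound, enzyme and substrate at room temperature / Signal: fluorescence polarization of the substrate / Control set: no-enzyme wells high, enzyme-with-substrate wells low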
* marks the source's active call; other numbers are inactive results; i = inactive; / = no result given.

SMILES	bovine MsrA act	FAS TE block	eLon inh	Rin1-Abl PPI inh	Neddylation inh	Tb MetRS inh	MLLE-PAM2 inh	MsrA inh	CSN inh
COc1ccc(NC(=O)CN2CCN(S(=O)(=O)N3CCCCCC3)CC2)cc1	-3	-4	-6	0	i	-0.3	-5	2.5	-1
CCOC(=O)N1CCC(NC(=O)C2CCCN(c3nc4ccccc4o3)C2)CC1 (stereo not drawn)	-2	-4	-9	1	i	-0.8	3	0.6	-2
Cc1ccc(NC(=O)CN(C)Cc2ccc(F)cc2)c([N+](=O)[O-])c1	-2	9	10	-1	i	-0.1	0	-0.2	-5
CCNC(=S)N(CCc1c(C)[nH]c2ccc(C)cc12)Cc1cc(OC)c(OC)c(OC)c1	-2	12	-4	-3	i	-0.1	-115	0.3	1
CC(NS(=O)(=O)c1ccc(F)cc1)C(=O)Nc1ccc2c(c1)OCCO2 (stereo not drawn)	-8	-4	12	-1	i	-0.1	2	0.6	-1
NS(=O)(=O)c1ccc(CNc2nc(-c3cccnc3)nc3ccccc23)cc1	1	-1	-4	1	i	0.4	-18	2.6	0
CCCn1nc2cc(C(=O)NCc3ccc(C)cc3)ccc2c1OC	-4	-5	-3	-1	/	-0.4	-18	3.4	1
O=C1CCC(C(=O)N2CCCC2)CN1Cc1cccc(C(F)(F)F)c1 (stereo not drawn)	9.8*	-1	4	4	i	-0.2	3	-0.6	3
Cc1cc(OCC(=O)NC2CC2)c2c(C)cc(=O)oc2c1	-4	-4	3	-3	/	-0.2	17	/	-5
O=C(OCC#CCSc1nnc(-c2cccc3ccccc23)o1)c1ccco1	-3	25	5	-4	i	0.5	-112	3.0	4
O=C(NCc1ccccn1)C(=O)Nc1cccc2ccccc12	-3	-2	-8	-3	i	-0.4	-2	0.1	2
CCOc1ncccc1C(=O)OCC(=O)c1ccc(Cl)s1	1	0	-5	-4	i	0.3	8	1.4	-2
NC(=O)c1ccccc1OCc1nnc(-c2ccccc2Br)o1	2	-5	4	1	i	1.6	-13	-0.4	2
CCN(CC)C(=O)C1CCN(Cc2ccc(OCc3ccccc3)cc2)CC1	-2	-3	2	1	i	0.5	2	0.1	1
CCc1cc2ccccc2nc1SCC(=O)N1CCN(C(=O)c2ccco2)CC1	-4	1	0	-3	i	-0.9	5	-0.5	3
CC(Oc1ccccc1Cl)C(=O)N(Cc1cccs1)C1CCS(=O)(=O)C1 (stereo not drawn)	-10	-2	-1	3	i	-0.4	-6	1.0	4
Cc1ccc(C2CC(C(F)(F)F)n3nc(C(=O)NCCN4CCOCC4)cc3N2)cc1 (stereo not drawn)	1	-4	6	-3	i	-0.3	-7	-0.5	2
CCN(CC)S(=O)(=O)c1ccc(N2CCOCC2)c(NC(=O)c2cc([N+](=O)[O-])ccc2Cl)c1	-2	-2	-2	4	i	0.0	2	0.1	-2
CCC1Oc2ccccc2N(CC(=O)NCCCN2CCCCC2C)C1=O (stereo not drawn)	-5	-6	-10	4	i	-1.1	-14	0.9	-5
CCOc1ccc(-c2nc(N)ncc2-c2ccc(OC)cc2)c(O)c1	-3	23	-1	0	i	-0.3	12	0.0	-2
COc1ccc(OCc2nnc(NC(=O)Nc3ccc(F)cc3)s2)cc1	-2	2	-3	4	i	-0.2	5	-0.4	-1
CCC1CCCCN1CCCNC(=O)C1CCN(S(=O)(=O)N2CCC3(CC2)OCCO3)CC1 (stereo not drawn)	-3	-4	-12	2	i	0.3	2	-0.1	-4
c1ccc(-c2ccc(CN3CCN(c4ncccn4)CC3)cc2)cc1	-10	5	-3	-7	i	-1.1	-3	-1.4	4
COC(=O)/C=C(\C)NC(=O)c1ccc(F)cc1	0	-4	6	-4	i	0.3	4	0.2	-1
O=C(CN1CCN(CC(=O)Nc2ccc3c(c2)OCO3)CC1)Nc1ccc(F)cc1	-1	6	-1	2	i	-1.0	-2	-0.7	1
CC(c1ccccc1)C1OCC(C[N+]2(C)CCCCC2)O1 (stereo not drawn)	-2	-8	6	2	i	-0.1	-89	-0.8	9
Cc1onc(-c2c(F)cccc2Cl)c1C(=O)NC(=S)NCc1cccnc1	-2	-5	0	4	i	0.1	33	-0.7	1
CN1c2ccccc2C(O)=C(C(=O)Nc2ccccc2)S1(=O)=O	-3	-7	-6	0	i	-0.9	14	1.6	-3
CCOCCCn1c(=S)[nH]c2cc(C(=O)N3CCOCC3)ccc2c1=O	-12	-13	-4	-3	i	-0.4	-29	1.5	-3
CCC(C)NC(=O)[C@H]1N2C(=O)c3ccccc3C2SC1(C)C (stereo partly drawn)	-1	-4	4	5	i	-1.0	15	-0.4	0
CCCN(CCC)CC(O)COc1ccccc1C(=O)Nc1ccccc1 (stereo not drawn)	-3	-4	7	3	i	0.4	0	-0.1	0
COc1ccc(C(=O)Nc2ccccc2C(=O)NCc2cccnc2)cc1OC	-3	0	-5	-3	i	-0.3	4	0.4	2
O=C(Nc1ccccc1)N1CCC(c2nc(-c3ccc(S(=O)(=O)N4CCOCC4)cc3)no2)CC1	-3	4	-5	4	i	-0.3	-3	-0.1	0
Cc1cc(C)c(NC(=O)Cn2nc(-c3ccccc3)nc2-c2ccccc2)c(C)c1	-3	-4	4	1	i	-0.6	1	0.4	-6
CCc1nc(SCC(=O)OC)c2c3c(sc2n1)COC(C)(C)C3	-3	0	0	0	i	-0.4	3	-0.3	6
CCCS(=O)(=O)NC(=O)C1(C)CCN(C(=O)c2cc(C)nn2C(C)(C)C)C1 (stereo not drawn)	-2	-8	-5	-6	i	-0.1	6	0.5	-4
O=C(c1ccc2c(c1)N(Cc1ccc(F)cc1)CCS2)N1CCOCC1	-1	3	-2	5	/	0.1	-7	-0.8	2
CCOC(=O)c1cc(S(=O)(=O)NC2CCN(C(=O)OCC)CC2)cn1C	-8	-4	-1	-3	i	-0.9	5	0.1	2
CC(C)NC(=O)N(C)C[C@H]1Oc2ccc(NC(=O)CCC(F)(F)F)cc2C(=O)N([C@H](C)CO)C[C@@H]1C	-2	-14	12	-1	i	-0.2	-4	-1.2	-1
Cc1ccc(NC(=O)CSc2ccc3c(c2)OCCO3)c(O)c1	-5	-1	6	5	i	-0.4	18	0.1	5
CCCN(CC(=O)Nc1ccccc1C)C(=O)C1CC(=O)N(c2ccc(CC)cc2)C1 (stereo not drawn)	-4	-6	-5	4	i	-0.2	-1	-0.6	-2
Nc1nonc1-c1nc2ccccc2n1CC(=O)O	-4	-8	-2	0	i	-0.7	-7	1.2	-3
OC(c1ccc(F)cc1)c1nc(-c2cccc(F)c2)cs1 (stereo not drawn)	-1	19	9	-2	i	-0.1	-1	-1.2	-2
O=C(Nc1ccccc1)N1CCSc2ccccc21	-3	-8	-8	-1	i	-0.1	-5	-0.6	-3
CCc1nc2cc(CC(=O)O)ccc2o1	-11	-7	1	1	i	-0.6	-10	-0.5	1
CCc1nc2ccc(C(=O)N(C)Cc3ccco3)cn2c1N(CC)Cc1cccc(Br)c1	-6	6	-6	-6	i	0.2	8	-0.9	-2
C[n+]1c(/C=C/c2ccc3c(c2)OCO3)ccc2ccccc21	-6	-11	1	-2	i	-0.7	-140	1.5	2
CCCCCCSc1ccc([C@@H]2[C@H]3C(=O)N(CC)C(=O)[C@H]3[C@]3(C(=O)OC)CCCCN23)cc1	-2	29	1	2	i	0.0	-17	0.4	8

An excerpt from above in order of molecular weight, ascending:
SMILES	bovine MsrA act	FAS TE block	eLon inh	Rin1-Abl PPI inh	Neddylation inh	Tb MetRS inh	MLLE-PAM2 inh	MsrA inh	CSN inh
CCc1nc2cc(CC(=O)O)ccc2o1	-11	-7	1	1	i	-0.6	-10	-0.5	1
Nc1nonc1-c1nc2ccccc2n1CC(=O)O	-4	-8	-2	0	i	-0.7	-7	1.2	-3
O=C(c1ccc2c(c1)N(Cc1ccc(F)cc1)CCS2)N1CCOCC1	-1	3	-2	5	/	0.1	-7	-0.8	2
CCOC(=O)c1cc(S(=O)(=O)NC2CCN(C(=O)OCC)CC2)cn1C	-8	-4	-1	-3	i	-0.9	5	0.1	2
CCc1nc2ccc(C(=O)N(C)Cc3ccco3)cn2c1N(CC)Cc1cccc(Br)c1	-6	6	-6	-6	i	0.2	8	-0.9	-2

(cont.)
SMILES	bovine MsrA act	FAS TE block	eLon inh	Rin1-Abl PPI inh	Neddylation inh	Tb MetRS inh	MLLE-PAM2 inh	MsrA inh	CSN inh
COc1ccc(Cl)cc1C(=O)NCCc1ccc(S(=O)(=O)NC(=O)NC2CCCCC2)cc1	-6	-6	-3	1	i	-1.6	-4	0.3	2
Oc1ccc(/C=N/Nc2cc(N3CCOCC3)nc(N3CCOCC3)n2)cc1	-15	-2	-1	0	i	-1.0	12	5.8*	6
COc1ccccc1-c1coc2c(CN3CCC(C)CC3)c(O)ccc2c1=O	-8	-7	3	3	/	-0.6	5	2.8	-2
Cc1c(Nc2nc3ccccc3nc2NS(=O)(=O)c2cccs2)c(=O)n(-c2ccccc2)n1C	-5	-8	-8	0	i	0.1	-9	4.0	0
O=C(Cc1ccc(Cl)cc1)Nc1ccc(S(=O)(=O)Nc2ncccn2)cc1	-5	-3	4	-1	i	-0.5	1	-0.1	10
Cc1cc(C)c(S(=O)(=O)NCC(=O)NCc2ccccn2)c(C)c1	-2	-7	2	2	i	-0.2	5	0.0	2
Cc1cc[n+](CC(=O)c2cccs2)cc1	-4	-10	-1	5	i	-0.8	7	0.6	-3
CCN(CC(=O)Nc1ccc(N2CCOCC2)cc1)Cc1nc2ccccc2c(=O)[nH]1	-5	-10	-4	-2	i	-0.3	-8	-0.7	5
COc1ccc(CCC(=O)Nc2ccc(-c3noc(-c4ccc(OC)c(OC)c4)n3)cc2)cc1	-2	1	3	2	i	0.2	-5	-1.1	0
Cc1csc(NC(=O)Cc2nn(C)c(=O)c3ccccc23)n1	-6	-5	5	-1	i	-0.7	2	0.6	-1
CC(=O)c1c(C)nc(Nc2nc3ccccc3s2)nc1C	-2	-5	-9	0	i	-0.7	-2	0.0	-4
O=C(CCN1C(=O)COc2ccccc21)N1CCN(c2ccccn2)CC1	21*	-2	-9	0	i	-0.5	15	-1.2	-4
O=C(C[C@@H]1C/C=C\C[C@@H](Cc2ccc(F)cc2)C(=O)OC[C@@H](Cc2ccccc2)NC1=O)N[C@H](CO)Cc1ccccc1	-2	-1	-6	-1	i	-0.2	7	0.6	-1
C=CCN(c1ccc(C(N)=O)cc1)S(C)(=O)=O	0	-5	2	5	i	-0.2	-5	1.1	0
S=C(NCc1ccco1)NCC(c1ccco1)N1CCCCC1 (stereo not drawn)	-13	-10	0	2	i	-1.4	-74	-0.6	-1
Cc1cc(=O)n2ncnc2n1COCCO	-6	-3	-6	0	i	-0.3	4	1.3	-5
CCN(CC)S(=O)(=O)c1ccc(C(=O)OCCN2C(=O)CCC2=O)cc1	-1	2	-1	-1	i	-0.2	9	-0.7	-7
Cc1cc(=O)[nH]c(NN=C2C3CC4CC(C3)CC2C4)n1	-2	-4	0	-3	i	0.5	15	0.2	2
COc1cccc2c1c(NC(=O)Nc1ccc(F)cc1F)nn2C	-3	-5	2	-2	i	-0.9	5	0.1	0
O=[N+]([O-])c1ccc(O)c(Nc2c([N+](=O)[O-])ccc3nonc23)c1	-1	3	5	-6	i	-0.6	3	2.7	4
O=C(c1ccco1)N1CCN(c2ccc(Cl)c(Cl)c2)CC1	-2	10	2	-4	i	-0.4	6	-1.3	4
